# High-throughput results as filed in PubChem BioAssay.
# mcGAS inh: inhibitors of mouse cGAS. Q8C6L5. recombinant cGAS, Kinase-Glo ATP depletion luminescence. inhibition, % at 12.5 µM. 160,000 compounds, 0.15% hits;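 also: 0% = negative control wells and 100% = reference inhibitor with no enzyme activity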
# NPYLR7 ag: mosquito NPYLR7 agonism; HEK293T NPYLR7/Galpha15, GCaMP6s calcium fluorescence; 270,000 compounds, 0.15% hits; activation, % at 10 µM; AID 1259423; in the data active = activation above about 40%;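 also: 0% = vehicle and 100% = reference agonist at the receptor; some compounds past the cut are filed as inactive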
# hcGAS lum: inhibitors of human cGAS; AID 1259398; Q8N884; inhibition, % at 12.5 µM; recombinant h-cGAS, ATP depletion, Kinase-Glo luminescence; 290,000 compounds, 0.081% hits;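 also: 0% = vehicle reaction and 100% = reaction without DNA for no activity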
# Target sequence (Q8N884 whole entry, looked up): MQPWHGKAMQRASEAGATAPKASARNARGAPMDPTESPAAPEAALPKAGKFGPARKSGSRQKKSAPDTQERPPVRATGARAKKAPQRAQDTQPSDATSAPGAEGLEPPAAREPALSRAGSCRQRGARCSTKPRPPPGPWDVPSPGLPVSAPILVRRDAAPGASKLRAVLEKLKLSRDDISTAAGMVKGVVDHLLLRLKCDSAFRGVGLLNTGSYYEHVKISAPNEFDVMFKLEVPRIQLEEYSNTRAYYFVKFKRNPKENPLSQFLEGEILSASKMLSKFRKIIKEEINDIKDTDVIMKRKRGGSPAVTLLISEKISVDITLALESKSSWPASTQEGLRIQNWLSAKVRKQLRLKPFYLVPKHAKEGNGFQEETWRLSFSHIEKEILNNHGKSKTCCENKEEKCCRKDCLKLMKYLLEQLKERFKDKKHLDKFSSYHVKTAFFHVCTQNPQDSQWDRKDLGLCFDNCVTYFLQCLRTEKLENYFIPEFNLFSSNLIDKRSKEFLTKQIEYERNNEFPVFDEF
# The depositor's hits bear a star; / = not tested or not shown; & = joins results of further samples. Rule as the data show it, unless noted: active = inhibition above about 40%; inactive = the rest.
SMILES,mcGAS inh,NPYLR7 ag,hcGAS lum
Cn1c(C2CCC2)nc2cc(C(=O)N3CCc4c([nH]c5ccccc45)C3)cc(NC(=O)C3CCCO3)c21 (stereo not given),-13,23,-6
COCC1CCN(C(=O)Nc2ccc(Cl)c(C(F)(F)F)c2)C1 (stereo not given),/,2,-9
O=C(NCC1(Cn2cccn2)CC1)c1c(O)cccc1O,/,1,-3
CCNC(=O)[C@@H]1C[C@H](N)CN1C(=O)c1cccc2cc(C)oc12,-9,7,2
Cc1ccc(C)c2c1N(Cc1ccccc1)C(=O)C21OCCO1,/,8,-1
Cc1nc(C(C)C)sc1C(C)N(C)C(=O)CCc1ccc(F)c(F)c1 (stereo not given),-17,5,-12
CN1C(=O)[C@]2(C)[C@H](c3ccccc31)[C@@H](C(N)=O)CN2C(=O)c1ccc(F)cc1,-6,24,-1
CCCc1nc(C(=O)N2CCC(O)(c3ccccc3C)C2)cs1 (stereo not given),/,11,-4
NNc1nc(Nc2ccc(Cl)cc2)nc(N2CCOCC2)n1,-6,4,-4
CC(C)(C)CC(=O)Nc1ccc(NS(C)(=O)=O)cc1,/,7,-4
O=C(Nc1ccc2ncsc2c1)c1cccc(CN2CCCC(O)C2)c1 (stereo not given),-10,-4,-1
COc1ccccc1-n1c(SCc2ccc(C(=O)NCc3ccc4c(c3)OCO4)cc2)nnc1-c1ccco1,-4,9,-9
Cc1cc2c(cc1C)NC(c1cccc(Oc3ccccc3)c1)C1C(=O)CC(C)(C)CC1=N2 (stereo not given),-4,-2,-5
O=C(C1CCC1)N(Cc1nccn1Cc1cccc(Cl)c1)C1CCCCC1,-7,2,-6
Cc1nonc1C1CCCN1c1ncnc2sc3c(c12)CCNC3 (stereo not given),/,8,-3
Cc1cc(NC(=O)C2CCC2)n(-c2ccc(C(F)(F)F)cn2)n1,/,0,-18
CCOC(=O)[C@H]1C[C@]2(CCCCNC2=O)N(C(=O)Cc2cccs2)[C@H]1c1ccco1,0,0,7
COc1ccc(NC(=O)Cn2c(-n3nc(C)cc3C)nc(C)c(C)c2=O)c(OC)c1,0,0,5
COC(=O)CCSc1ccc(S(=O)(=O)N2CCOCC2)cc1[N+](=O)[O-],/,-4,-10
COc1ccc(OCc2cc(C(=O)N3CCCN(C(C)=O)CC3)n[nH]2)c(Cl)c1,/,9,-8
CCOC(=O)CCC(=O)N1CCC2(CC1)NC(=O)c1cc(Cl)ccc1N2,-3,2,-6
Cc1c(S(=O)(=O)N2CCC(C)CC2)c(=O)n(C)c(=O)n1C,-5,-2,-3
CCC(CC)C(=O)Nc1nnc(SCC(=O)Nc2ccc(F)cc2)s1,-5,5,-6
Cc1cccc(-n2c(Cc3ccccc3)nnc2SCc2ccc(C(=O)O)cc2)c1,-6,-1,-3
Cc1nc2ccccc2nc1NCC(C)(C)N1CCCCC1,-7,-3,-8
Cc1ccc(-c2ccnc(NCc3ccccc3-n3cncn3)n2)c(C)n1,/,9,-3
O=C(NCc1cccs1)c1cccc(S(=O)(=O)N2CCCCC2)c1,-5,-15,-4
Cc1ccc2c(=O)c3ccccc3n(CCCN)c2c1C,/,-2,71*
COc1ccc(C(C)(C)C)cc1NC(=O)c1cc2c(s1)CCCC2,-14,-1,-4
CNC(=O)[C@@]1(OCc2cccc(F)c2)CC(OCc2ccccc2C#N)[C@@H]2OC(C)(C)O[C@@H]2C1 (stereo not given in full),1,18,-1
Cc1nc(COc2ccc(C(=O)NC3CC3)cc2)cs1,/,2,-13
Clc1ccccc1C1CCN(Cc2ncc[nH]2)C1 (stereo not given),/,0,-6
CC(C)CN(CC(=O)N(CCc1c[nH]c2ccccc12)Cc1ccccc1)C(=O)Nc1c(Cl)cccc1Cl,-5,34,-4
OCc1ccc(-c2cncc(N3CCN(CCN4CCCC4)CC3)n2)cc1,2,-9,1
Oc1ccc(C2SCCS2)cc1,/,1,-3
COCCN(CC(=O)N(CCc1c[nH]c2ccccc12)Cc1ccc(OC)c(OC)c1)C(=O)c1ccc(-c2ccccc2)cc1,-5,24,-6

# Ordered by molecular weight (falling): part of the list above
SMILES,mcGAS inh,NPYLR7 ag,hcGAS lum
CNC(=O)[C@@]1(OCc2cccc(F)c2)CC(OCc2ccccc2C#N)[C@@H]2OC(C)(C)O[C@@H]2C1 (stereo not given in full),1,18,-1
Cc1nonc1C1CCCN1c1ncnc2sc3c(c12)CCNC3 (stereo not given),/,8,-3
Cc1cc(NC(=O)C2CCC2)n(-c2ccc(C(F)(F)F)cn2)n1,/,0,-18

# Next part:
SMILES,mcGAS inh,NPYLR7 ag,hcGAS lum
O=C(NCCCC(=O)N1Cc2ccccc2C1)NCC1CCOC1 (stereo not given),/,6,3
CC(=O)C(C)n1c(=O)c2c(nc3n(-c4cccc(Cl)c4C)c(C)cn23)n(C)c1=O (stereo not given),/,0,-4
CSCc1ccc(NC(=O)C(=O)N(C)CC(=O)NC(C)C)cc1,/,19,-5
C=CCNC(=O)c1ccccc1N1CCC(NC(=O)c2ccccc2OC)CC1,-5,-3,0
CC1CN(c2ccc(-c3nnc(Br)s3)cc2)CC(C)(C)O1 (stereo not given),/,-1&1,1&-8
Cc1cc(C)n(-c2nnc(C)c(=O)[nH]2)n1,-5,1,-3
Cc1cc(C2=CC(C)(C)NC(C)(C)C2)sc1C1=CC(C)(C)NC(C)(C)C1,/,0,-4
Cc1cc(O)c(C(c2ccc(F)cc2)N2CCN(c3ccccc3)CC2)c(=O)n1Cc1ccco1 (stereo not given),/,8,4
COc1cc(C2=NC(=Cc3ccc(F)cc3)C(=O)O2)cc(OC)c1OC,-4,12,-3
COc1cn(CC(=O)N2CCc3ccccc32)c(CSc2ccccc2)cc1=O,-9,-4,-12
O=c1[nH]c(CSc2nnnn2C2CCCC2)nc2ccsc12,/,6,-2
Cc1cccc(S(=O)(=O)N2CCCC3(CCN(C)C3)C2)c1 (stereo not given),/,2,-7
CCOC(=O)c1c(C)c(C(=O)CN(C(=O)/C=C/c2ccccc2)C2CC2)c(C)n1CC,-5,-6,-7
COc1ccc(OC)c(NC(=O)C(C)N2CCN(Cc3ccc(Cl)s3)CC2)c1 (stereo not given),/,2,-12
CCn1cc(-c2n[nH]c(=O)n2Cc2ccccc2)cn1,/,2,-7
CCCCCn1cnnc1SC(C(=O)NC(N)=O)C(C)C (stereo not given),/,6,-6
Cc1ccc(Cl)c(OCC(O)CNC(C)(C)C)c1 (stereo not given),/,-16,-7
Cc1cn(CCn2cnc(-c3ccccc3)c2-c2ccccc2C(=O)O)nn1,-8,2,-3
N#CC1C(=N)Oc2n[nH]c(-c3ccc4c(c3)OCO4)c2C1c1ccncc1 (stereo not given),/,9,-1
O=C(CC1C(=O)NCCN1Cc1c(F)cccc1Cl)NCCc1ccc(O)cc1 (stereo not given),/,23,-8
COC1CCN(S(=O)(=O)N2CCNC(C(=O)O)C2)CC1 (stereo not given),/,4,-4
O=c1c2nnn(-c3ccccc3)c2ncn1C/C=C/c1ccccc1,/,-4,0
S=C(NCCc1ccccc1)NN=C1CC2CC=CC12 (stereo not given),-5,1,-3
Cc1ccc(Oc2ccccc2)c(NCC(=O)NCC#N)c1,-10,8,-9
CSc1nc(NC(C)C)c2cnn(CCNC(=O)COc3ccc(Cl)cc3)c2n1,-7,/,-7
Cn1cc(S(=O)(=O)NCCC(c2ccccc2)c2ccccc2)c(=O)n(C)c1=O,-7,1,-9
O=C1NCCN2CCN(C(=O)c3cccnc3N3CCOCC3)CC12 (stereo not given),/,5,-6
COCc1noc(CCNC(=O)C2CCN(C(=O)C3CC3)CC2)n1,-3,/,-2
C=CC(=O)N1CC(=O)N2CCc3ccc(F)cc3C2C1 (stereo not given),-8,-2,-7
CCSc1nnc2c(n1)OC(c1ccncc1)Nc1ccccc1-2 (stereo not given),-6,-8,-4
Cc1nc(CCNC(=O)CCc2nnc(-c3ccc4c(c3)OCO4)o2)sc1C,-9,10,-3
COc1ccc(CN(Cn2nc(C3CC3)n(C)c2=S)C2CC2)cc1,/,-3,-1
COCCCNC(=O)c1nn(-c2ccc(OC)c(OC)c2)c(=O)n(Cc2ccccc2C)c1=O,-4,0,-2
Cc1ccnc(Nc2ccc(NCCNC(=O)c3ccc4c(c3)OCO4)nn2)c1,/,10,-6
CCCCN(CC(=O)N1c2ccccc2-n2cccc2C1c1cc(OC)ccc1OC)C(=O)c1ccc(Cl)cc1 (stereo not given),-5,24,-2
Cc1ccc(-c2onc3c2CCCC3)cc1NC(=O)C(F)(F)C(F)(F)C(F)(F)F,-5,-4,-7
CC(C)c1ccc(CSc2nnc(NC(=O)c3ccccc3Br)s2)cc1,-9,9,-3
COc1ccc(CCNC(=O)c2cccnc2N2CCN(S(=O)(=O)c3ccc(C(F)(F)F)cc3)CC2)cc1OC,-7,12,-5
CCN(CC)c1nc2c(c(=O)[nH]c(=O)n2C)n1CCCc1ccccc1,/,18,-2
CCCOC1CCCN(S(=O)(=O)c2ccc(F)cc2)C1 (stereo not given),/,-4,2
CC(C)c1ccc(C(NC(=O)CSc2nnnn2-c2ccccc2)C(C)C)cc1 (stereo not given),/,6,-3
CCN(CC(C)C#N)C(=O)CNC(=O)/C=C/c1ccccc1 (stereo not given),/,6,5
COc1ccccc1CNC(=O)C1CC2(CCNCC2)c2ccccc21 (stereo not given),/,1,-7
COc1ccc(-c2cc(C(=O)NC3CC3)n3nc(C(C)(C)C)cc3n2)cc1,-8,10,-11
C=CCNCC(=O)N1CCc2sccc2C1COc1ccc(C)cc1C (stereo not given),/,13,-4
CCN1C(=O)NC(c2ccccc2Cl)C(C(=O)OC(C)C)=C1C (stereo not given),-6,-1,-5
O=S(=O)(c1ccc(OCc2cccc(C(F)(F)F)c2)cc1)N1CCOCC1,/,5,2
CCOC(=O)c1ccc(Nc2ccc(F)c(N3CCCC3=O)c2)nc1,/,5,-7
CCN(CC)c1nc(SC)ncc1CNCc1ccc(OC)cc1,-6,1,-4
O=C(NCCc1ccccc1)c1cc(NC(=O)C(Cl)c2ccccc2)ccc1N1CCCCC1 (stereo not given),-4,2,-6
O=c1c(Cl)c(NC2CCC(O)CC2)cnn1-c1ccc(Cl)cc1Cl (stereo not given),/,-5,-3
O=C1CCC(C(=O)N2CCC(Cn3ccnc3)CC2)CN1CCc1ccccn1 (stereo not given),/,-2,-3
CN(CC1CCCC1)C(=O)Nc1ccccc1OCC(=O)N1CCOCC1,/,5,-5
COCCN1C(=O)N(CCc2ccccc2)C(=O)C12CCN(Cc1ccoc1)CC2,2,-17,2
O=C(Nc1cccc(F)c1)Nc1ccnn1C1CCN(C(=O)c2ccc3c(c2)OCO3)CC1,/,2,-6
CCn1nnc2c(=O)n(CC(=O)N3CCCCC3)cnc21,/,0,0
O=C(O)c1cc2cc(Cl)sc2s1,/,-7,8
O=C1NC(=Nc2ccccc2Cl)S/C1=C/c1ccc2c(c1)OCO2,-4,-11,-5
CCc1cc(Oc2ccc(C)cc2C)nc(SCc2ccccc2C#N)n1,-4,0,-6
COC(=O)CC1C(=O)NCCN1Cc1csc(-c2ccsc2)n1 (stereo not given),-16,2,-5

# Arranged by number of heavy atoms (highest first): some entries from above
SMILES,mcGAS inh,NPYLR7 ag,hcGAS lum
O=C(NCCc1ccccc1)c1cc(NC(=O)C(Cl)c2ccccc2)ccc1N1CCCCC1 (stereo not given),-4,2,-6
O=C(Nc1cccc(F)c1)Nc1ccnn1C1CCN(C(=O)c2ccc3c(c2)OCO3)CC1,/,2,-6
COCCN1C(=O)N(CCc2ccccc2)C(=O)C12CCN(Cc1ccoc1)CC2,2,-17,2
O=C1CCC(C(=O)N2CCC(Cn3ccnc3)CC2)CN1CCc1ccccn1 (stereo not given),/,-2,-3
CCc1cc(Oc2ccc(C)cc2C)nc(SCc2ccccc2C#N)n1,-4,0,-6
C=CCNCC(=O)N1CCc2sccc2C1COc1ccc(C)cc1C (stereo not given),/,13,-4
CCOC(=O)c1ccc(Nc2ccc(F)c(N3CCCC3=O)c2)nc1,/,5,-7
CCN(CC)c1nc(SC)ncc1CNCc1ccc(OC)cc1,-6,1,-4
COC(=O)CC1C(=O)NCCN1Cc1csc(-c2ccsc2)n1 (stereo not given),-16,2,-5
CCn1nnc2c(=O)n(CC(=O)N3CCCCC3)cnc21,/,0,0
O=C(O)c1cc2cc(Cl)sc2s1,/,-7,8

# (continued)
SMILES,mcGAS inh,NPYLR7 ag,hcGAS lum
CCN1CCN(C(c2cccc(F)c2)c2c(O)cc(C)n(Cc3ccc(OC)cc3)c2=O)CC1 (stereo not given),/,9,0
Cc1nnc(SCCNC(=O)CC2CCc3ccccc32)s1 (stereo not given),-12,0,-10
CCCc1c(C(=O)N2CCN(c3nc4nccc(-c5ccc(C6CCCCC6)cc5)n4n3)CC2)cnn1-c1ccccc1,-8,6,-7
Cc1ccc(Cl)c(OC2CC3CCC(C2)N3C(=O)c2ccc(CSCc3cccs3)cc2)c1 (stereo not given),-7,2,-6
Cc1nc(N2CCC(C(=O)NCCc3ccccc3)CC2)nc2cc3c(cc12)CCC3,-8,35,-5
CCc1ccc2oc(Br)c(CC(N)=O)c2c1,/,-2,-6
O=C(COc1ccc(Cl)cc1)Nc1nnc(SCC(=O)c2ccc(F)c(F)c2)s1,-5,17,-6
O=C(Nc1cccc(-n2cccn2)c1)C1CCCN1C(=O)c1ccsc1 (stereo not given),/,1,-6
CCN=C1N[C@@H]2[C@@H](O)[C@H](O)[C@@H](CO)O[C@@H]2S1,-11,17,-7
CCOC(=O)C1(C)CCCN1C(=O)c1ccc(-c2ccccc2)cc1 (stereo not given),/,0,-18
CC(C)CCc1nc(N2CCNCC2)c2cnn(-c3cccc(Cl)c3)c2n1,/,-13,-3
COc1ccc(CCN(C)C(=O)c2cc(-c3cccn3C)nn2-c2ccccc2)cc1OC,-6,-10,-7
CSc1nnc(C(O)c2ccccc2)n1-c1ccccc1 (stereo not given),/,1,7
